From PubChem
AGP1 TOR yeast: alters AGP1-GFP fluorescence in TOR pathway yeast screen | GFP response vs DMSO, % at 10 µM | S. cerevisiae AGP1-GFP multiplex flow cytometry, 3 h; GFP as percent of DMSO wells | AID 2066 | 320,000 compounds, 0.02% hits;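 active = GFP response relative to DMSO above a set limit, near screen average plus 3 SD, cut at about 150% in these data; inconclusive = fewer than 70 cells counted for the yeast strain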;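 also: median GFP channel fluorescence of the gated AGP1 strain per well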
RPL19A TOR yeast: alters RPL19A-GFP fluorescence in TOR pathway yeast screen | percent response vs DMSO, % at 10 µM | S. cerevisiae RPL19A-GFP strain, flow cytometry, 3 h; hits give low values | 330,000 compounds, 0.3% hits;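 active = percent response vs DMSO below 50%; inconclusive = fewer than 70 events counted for the yeast strain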;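 also: median channel GFP fluorescence of the barcoded RPL19A-GFP strain; ratio of sample median GFP to plate DMSO average so 100% = DMSO; lower means less RPL19A-GFP as with rapamycin TOR inhibition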
VLA-4 inh: inhibition in a human VLA-4 binding assay | 330,000 compounds, 0.2% hits | AID 2557 | inhibition, % (about 7 µM as worked out from the volumes in the protocol) | VLA-4 expressing cells, ligand binding flow cytometry; in the data active = inhibition above about 50%
Target sequence (P13612 whole entry, looked up): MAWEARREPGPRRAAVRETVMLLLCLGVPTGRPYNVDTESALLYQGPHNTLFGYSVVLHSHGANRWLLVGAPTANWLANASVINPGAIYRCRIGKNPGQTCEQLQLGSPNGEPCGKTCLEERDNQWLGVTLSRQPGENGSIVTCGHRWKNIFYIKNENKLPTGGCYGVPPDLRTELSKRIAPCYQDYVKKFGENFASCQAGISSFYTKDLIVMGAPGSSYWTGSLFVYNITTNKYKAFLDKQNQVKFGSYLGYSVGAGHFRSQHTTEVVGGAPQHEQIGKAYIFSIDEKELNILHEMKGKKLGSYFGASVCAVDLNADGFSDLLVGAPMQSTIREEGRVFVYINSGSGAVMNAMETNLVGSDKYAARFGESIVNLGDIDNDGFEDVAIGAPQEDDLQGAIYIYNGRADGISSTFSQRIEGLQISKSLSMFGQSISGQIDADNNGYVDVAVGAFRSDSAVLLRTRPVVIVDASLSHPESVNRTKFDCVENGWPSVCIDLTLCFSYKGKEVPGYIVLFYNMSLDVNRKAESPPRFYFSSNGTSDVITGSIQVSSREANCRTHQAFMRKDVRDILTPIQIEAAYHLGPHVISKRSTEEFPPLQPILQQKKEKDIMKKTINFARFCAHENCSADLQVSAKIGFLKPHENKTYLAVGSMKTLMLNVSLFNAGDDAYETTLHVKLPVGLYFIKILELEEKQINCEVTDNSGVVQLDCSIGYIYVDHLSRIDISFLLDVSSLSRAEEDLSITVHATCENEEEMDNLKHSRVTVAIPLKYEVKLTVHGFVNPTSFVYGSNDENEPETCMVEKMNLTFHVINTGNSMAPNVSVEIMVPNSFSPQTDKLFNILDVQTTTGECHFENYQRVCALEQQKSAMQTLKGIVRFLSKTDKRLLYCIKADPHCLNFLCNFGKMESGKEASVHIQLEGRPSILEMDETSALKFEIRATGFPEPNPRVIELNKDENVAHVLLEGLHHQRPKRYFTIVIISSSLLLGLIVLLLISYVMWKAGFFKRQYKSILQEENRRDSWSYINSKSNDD
Yeast superoxide: caloric restriction mimetics inhibiting age-related superoxide in yeast; S. cerevisiae aged cells, superoxide DHE fluorescence; hits give low values; 330,000 compounds, 0.18% hits; superoxide response (% of plate mean), % at 10 µM; AID 2690;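 active = superoxide response under a set limit, about three screen SD below normal, cut at about 65% in these data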;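 also: yeast aged for seven days with compound at 30 °C before DHE staining; 100% = average MFI of all compound-treated wells on the plate with controls excluded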
LAP4 TOR yeast: yeast TOR pathway LAP4-GFP modulation. S. cerevisiae LAP4-GFP multiplex, flow cytometry GFP, 3 h; median GFP as percent of DMSO wells. GFP response vs DMSO, % at 10 µM. 320,000 compounds, 0.34% hits. AID 2023;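 active = GFP response vs DMSO above a set limit, about the screen mean plus 3 SD, cut at about 150% in these data; inconclusive = under 70 cell events counted for the yeast strain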
CIT2-GFP yeast: modulators of TOR pathway CIT2-GFP in S. cerevisiae; AID 2029; GFP response vs DMSO, % at 10 µM; S. cerevisiae CIT2-GFP strain, flow cytometry, 3 h; 100 means same as DMSO wells; 320,000 compounds, 0.065% hits;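 active = GFP response relative to DMSO above a set limit, near the screen mean plus 3 SD, cut at about 150% in these data; inconclusive = Fewer than 70 cells measured for a yeast strain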;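 also: ratio of well median GFP fluorescence to mean of DMSO wells on the plate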
MEP2 TOR yeast: alters MEP2-GFP fluorescence in TOR pathway yeast screen; S. cerevisiae MEP2-GFP strain, flow cytometry GFP, 3 h; 100% = DMSO control level; GFP response vs DMSO, % at 10 µM; 330,000 compounds, 0.51% hits; AID 2016;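 active = GFP response versus DMSO above a set limit, roughly screen mean plus 3 SD, cut at about 180% in these data; inconclusive = fewer than 70 cells counted for a yeast strain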;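 also: median GFP fluorescence of the barcode-gated MEP2-GFP cells per well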
GRK2 inh: human GRK2 inhibition via aptamer displacement | bead flow cytometry, FAM-aptamer displacement from GRK2 | inhibition of aptamer binding, % at 10 µM | P25098 | 330,000 compounds, 0.59% hits;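 active = inhibition of aptamer binding above 40%, roughly 3 SD of noise, on plates passing a quality check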;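 also: median bead fluorescence of bound FAM aptamer so fluorescent compounds give negative values; no value below 0 was filed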
An asterisk follows results filed as active; u = inconclusive; x = not tested or not shown; [ ] = dose if it differs, or a comment.

SMILES | AGP1 TOR yeast | RPL19A TOR yeast | VLA-4 inh | Yeast superoxide | LAP4 TOR yeast | CIT2-GFP yeast | MEP2 TOR yeast | GRK2 inh
Cc1ccc(S(=O)(=O)NCCCCC(NC(=O)OC(C)(C)C)C(=O)O)cc1 (stereo not drawn) (tested in a mixture with another compound) | 97 | 98 | 12 | 97 | 100 | 93 | 98 | 0
O=[N+]([O-])c1ccc(CNc2cccc(Cl)c2)s1 | 93 | 97 | -11 | 100 | 89 | 105 | 99 | 0
O=C(CSc1nnc(-c2ccccc2)o1)N1CCCC1 | u | 39*[may fluoresce violet] | -8 | 114 | 68[may fluoresce violet] | u | 180*[may fluoresce violet] | 0
COc1ccccc1N=CC1=C(O)CC(c2ccccc2)CC1=O (stereo not drawn) | 83 | 104 | 17 | 96 | 101 | 90 | 104 | 0
CC(C)c1cc(CNC(=O)C2CCC(=O)N(CCc3ccc(Cl)cc3)C2)on1 (stereo not drawn) | 102 | 97 | 24 | 95 | 94 | 99 | 95 | 0
Cc1cc(NC(=O)c2cc(-c3ccco3)on2)nn1Cc1ccc(Cl)cc1 | 113 | 104 | -7 | 90 | 119 | 102 | 100 | 1
CCOc1ccc(NS(=O)(=O)c2ccc(C(=O)NCCCN3CCCC3=O)cc2)cc1 | 93 | 98 | 0 | 97 | 86 | 106 | 105 | 0
CCOC(=O)c1ccc(NS(=O)(=O)c2ccc(SC)cc2)cc1 | 111 | 107 | 2 | 96 | 109 | x | 103 | 0
CCNS(=O)(=O)c1ccc2c(c1)n(C)c(=O)n2C | 101 | 98 | 6 | 90 | 98 | 96 | 102 | 2
O=C(CCCn1c(SCc2cc(=O)n3cc(Cl)ccc3n2)nc2ccccc2c1=O)NCC1CCCO1 (stereo not drawn) | 102 | 100 | -1 | 87 | 96 | 102 | 100 | 2
Cc1ccc(C(=O)Nc2nc3nc(-c4ccccc4)cc(=O)n3[nH]2)cc1 | 104 | 97 | 12 | 118 | 98 | 103 | 105 | 3
CCOC(=O)C1=C(C)NC2=C(C(=O)CCC2)C1c1cc(OC)ccc1OC (stereo not drawn) | 96 | 96 | -1 | 98 | 94 | 89 | 97 | 0
CCOC(=O)N/N=C/c1ccc(OC)c(O)c1 | 103 | 103 | 3 | 84 | 95 | 96 | 98 | 0
O=C(NCC1OCCc2ccccc21)C1COc2ccccc2O1 (stereo not drawn) | 99 | 92 | 14 | 95 | 105 | 89 | 96 | 2
COc1ccc(CN(C2CCCC2)S(=O)(=O)c2ccc(-n3cnnn3)c(OC)c2)cc1OC | 94 | 94 | 5 | 115 | 95 | 92 | 95 | 2
Cc1ccn2c(C(=O)NNC(=O)Nc3ccc(Cl)cc3)c(C)nc2c1 | 94 | 106 | 9 | 88 | 68 | 98 | 99 | 1
CCCCC(O)(CCCC)C(=O)NN(C(=O)CCl)c1ccccc1 | 95 | 98 | 7 | 102 | 99 | 95 | 100 | 4
Cc1ccccc1S(=O)(=O)c1cc2ccccc2nc1N | 89 | 87 | -1 | 107 | 126 | 87 | 95 | 1
COc1ccc(C(=O)Nc2c(N)nc(SCC(=O)Nc3ccc(NC(C)=O)cc3)[nH]c2=O)cc1 | 85 | 102 | 8 | 98 | 91 | 94 | 95 | 0
O=C(Nc1ccc(-n2cnnn2)cc1)C1CCCN1C(=O)Nc1ccc(Br)cc1 (stereo not drawn) | 105 | 103 | 3 | 97 | 93 | 103 | 102 | 1
O=S(=O)(Nc1cccc(C(F)(F)F)c1)c1cccnc1 | 109 | 106 | 26 | 114 | 107 | 100 | 107 | 0
CCN(CC)CCN(C(=O)C1=COCCO1)c1nc2c(OC)ccc(OC)c2s1 | 116 | 102 | 25 | 100 | 131 | 109 | 114 | 0
CCOc1ccccc1NC(=O)c1nc(S(=O)(=O)Cc2ccccc2)ncc1Cl | 88 | 97 | 14 | 105 | 89 | 115 | 86 | 1
CCC[N+]1(CC#CCC(c2ccccc2)c2ccccc2)CCCCC1 | 95 | 99 | 3 | 99 | 94 | 97 | 103 | 0
O=S(=O)(c1ccc2nnn(OCc3ccccc3)c2c1)N1CCOCC1 | 99 | 95 | 2 | 93 | 96 | 103 | 107 | 2
COc1ccc(NC(=O)c2nn(C)c(C(=O)Nc3ccc(OC)cc3)c2[N+](=O)[O-])cc1 | 108 | 107 | 13 | 101 | 105 | 109 | 115 | 1
O=C(O)Cc1ccc(NC(=S)Nc2cccc(Cl)c2Cl)cc1 | 96 | 98 | 17 | 93 | 103 | 97 | 98 | 1
O=C(NCCc1ccccc1)/C(=N\O)c1ccccc1 | 106 | 104 | 21 | 90 | 97 | 103 | 90 | 0
COc1ccc(CNC(=O)CCc2c(C)nc3ncnn3c2C)cc1 | u | 17*[may fluoresce violet] | 4 | 99 | 79[may fluoresce violet] | u | 377*[may fluoresce violet] | 1
O=C(NCc1ccncc1)c1ccc(NS(=O)(=O)c2ccc(F)cc2)cc1 | 77 | 105 | 8 | 93 | 98 | 76 | 100 | 0
N#C/C(=C\c1cccs1)C(=O)Nc1nccs1 | x | 93 | 0 | 97 | 91 | 101 | 92 | 5
CCN(CC(=O)NC1CCS(=O)(=O)C1)S(=O)(=O)c1cccc(C(C)=O)c1 (stereo not drawn) | 109 | 103 | 5 | 95 | 96 | 101 | 105 | 4
Cc1cccc(C)c1NC(=O)COn1nnc2ccc(C(F)(F)F)cc21 | 99 | 103 | 3 | 118 | 86 | 101 | 105 | 3
COc1ccc(CCN2CCCC(CN(C)Cc3cc(OC)ccc3OC)C2)cc1 (stereo not drawn) | 11 | 94 | 12 | 92 | 80 | 104 | 101 | 0
CCc1ccc(OCC(=O)Nc2nnc(-c3ccco3)s2)cc1 | 98 | 102 | -3 | 110 | 101 | 101 | 97 | 1
CC(=O)NC1=NN(C(C)=O)C(c2cccs2)S1 (stereo not drawn) | 97 | 103 | 15 | 101 | 99 | 93 | 108 | 2
O=S(=O)(Cc1ccccc1)N1CCCCC1 | 110 | 101 | 3 | 98 | 90 | 104 | 94 | 1
C/C=C/C(=O)OCc1csc(CC(=O)Nc2ccccc2C)n1 | 94 | 108 | 14 | 111 | 97 | 96 | 102 | 0
O=C1CCC(C(=O)N2CCN(c3ccccc3Cl)CC2)CN1CC1CCCCC1 (stereo not drawn) | 98 | 98 | 5 | 82 | 95 | 90 | 94 | 1
N#Cc1c(C(F)(F)F)cc(-c2ccco2)nc1SCc1ccccn1 | 100 | 99 | -32 | 110 | 102 | 100 | 110 | 0
CCN(CC)C(=O)c1[nH]cnc1C(=O)N[C@@H](CC(C)C)C(=O)OCc1ccccc1 | 78 | 86 | 12 | 91 | 125 | 83 | 81 | 2
Cc1nnc(SC(C)C(=O)NC2CCCc3ccccc32)n1-c1ccccc1 (stereo not drawn) | 94 | 105 | 4 | 103 | 89 | 101 | 105 | 0
CCOC(=O)c1cccc(N2CC3CNC(=O)C2(C(=O)OC)N3C)c1 (stereo not drawn) | 101 | 100 | 1 | 102 | 110 | 100 | 100 | 2
O=C(NCCc1c[nH]c2ccccc12)C(=O)NCC1OCCCN1S(=O)(=O)c1ccc(F)cc1 (stereo not drawn) | 97 | 108 | 10 | 102 | 98 | 100 | 108 | 0
O=C(CSc1ccc2ccccc2c1)Nc1nc2ccccc2[nH]1 | 99 | 100 | 33 | 101 | 91 | 96 | 100 | 0

An excerpt from above in order of length of the SMILES, ascending.
SMILES | AGP1 TOR yeast | RPL19A TOR yeast | VLA-4 inh | Yeast superoxide | LAP4 TOR yeast | CIT2-GFP yeast | MEP2 TOR yeast | GRK2 inh
CCc1ccc(OCC(=O)Nc2nnc(-c3ccco3)s2)cc1 | 98 | 102 | -3 | 110 | 101 | 101 | 97 | 1
Cc1cccc(C)c1NC(=O)COn1nnc2ccc(C(F)(F)F)cc21 | 99 | 103 | 3 | 118 | 86 | 101 | 105 | 3
COc1ccc(CCN2CCCC(CN(C)Cc3cc(OC)ccc3OC)C2)cc1 (stereo not drawn) | 11 | 94 | 12 | 92 | 80 | 104 | 101 | 0

Going on with the list.
SMILES | AGP1 TOR yeast | RPL19A TOR yeast | VLA-4 inh | Yeast superoxide | LAP4 TOR yeast | CIT2-GFP yeast | MEP2 TOR yeast | GRK2 inh
COc1ccccc1-n1nnnc1SCC(=O)Nc1ccccn1 | 105 | 98 | 8 | 103 | 105 | 97 | 106 | 13
COc1ccc(N2CCN(C(=O)CCNS(=O)(=O)c3ccc(C)cc3)CC2)cc1 | 95 | 109 | -5 | 106 | 84 | 111 | 102 | 0
N#C/C(=C\c1cc(O)c(O)c(O)c1)C(N)=O | 106 | 106 | 4 | 91 | 102 | 107 | 111 | 0
CCCC(=O)N1CCN(c2nc(CC(C)C)c3c(c2C#N)CCC3)CC1 | 92 | 100 | 2 | 86 | 107 | 91 | 99 | 0
COc1ccc(-c2ncncc2-c2ccccc2)c(O)c1 | 96 | 103 | 15 | 109 | 95 | 94 | 103 | 2
COC(=O)c1ccc(C(c2c(N)n(CC(C)C)c(=O)[nH]c2=O)N2CCN(c3ccccc3)CC2)cc1 (stereo not drawn) | 91 | 94 | 18 | 94 | 94 | 94 | 95 | 5
Cc1nc(N)ncc1C(=O)Nc1ccccc1 | 103 | 96 | 0 | 96 | 103 | 98 | 95 | 1
O=C(CCOc1ccccc1)Nc1ccc(Br)cc1 | 93 | 98 | 0 | 98 | 98 | 83 | 95 | 0
Cc1cc(/C=C2\Cc3ccccc3C2=O)c(C)n1-c1ccccc1 | 94 | 98 | 6 | 108 | 107 | 103 | 106 | 3
Cc1ncc([N+](=O)[O-])n1CC(O)CCl (stereo not drawn) | 74 | 85 | -6 | 103 | 112 | 78 | 86 | 0
Cc1nc(-c2c(C(F)(F)F)noc2-c2ccc(O)cc2O)cs1 | 98 | 100 | 17 | 108 | 98 | 100 | 103 | 0
Cc1cccc(NC(=S)NC2CC3CCCC(C2)N3Cc2cccs2)c1C (stereo not drawn) | 102 | 98 | 36 | 119 | 99 | 99 | 105 | 5
Cn1nc(C(F)(F)F)c(-c2ccc(Br)cc2)c1NC(=O)CSCC(=O)O | x | 106 | 1 | 103 | x | x | 111 | 0
Cc1ccc(S(=O)(=O)n2c(C)nc3ccccc32)cc1 | 100 | 101 | 25 | 102 | 99 | 94 | 97 | 0
Cc1ccccc1-n1ncc(C(C)NC(=O)c2ccco2)c1C (stereo not drawn) | 100 | 105 | 2 | 105 | 95 | 103 | 107 | 0
Cc1nnc(SCC(=O)NCc2ccco2)n1-c1ccccc1 | 103 | 99 | 10 | 99 | 101 | 101 | 111 | 0
O=C(NCc1ccccc1)C1=C[C@H](c2ccc3c(c2)OCO3)C[C@H](OCc2ccc(CO)cc2)O1 | 91 | 101 | -3 | 99 | 106 | 101 | 86 | 0
COc1ccc(-n2nc(C(=O)NCC(=O)N3CCN(c4ccccc4F)CC3)c3ccccc3c2=O)cc1 | 99 | 97 | -3 | 97 | 102 | 105 | 88 | 0
CC(=O)c1cccc(NC(=O)NC(C)c2ccncc2)c1 (stereo not drawn) | 103 | 101 | 26 | 97 | 98 | 101 | 105 | 0
Cc1c(Cl)cccc1NC(=O)CCN1CCCC(C)C1 (stereo not drawn) | 118 | 105 | 5 | 77 | 104 | 110 | 116 | 1
O=C(CN1CCN(c2ccc(F)cc2)CC1)Nc1ccccc1 | 98 | 103 | 4 | 85 | 89 | 100 | 107 | 0
O=C(Cn1cc(S(=O)(=O)N2CCCC2)c(S(=O)(=O)N2CCCC2)c1)NCc1ccco1 | 88 | 93 | 13 | 93 | 88 | 92 | 100 | 6
Cc1ccc(/C=C/C(=O)NCc2ccccn2)o1 | 104 | 106 | 37 | 96 | 101 | 104 | 108 | 38
